Source: PubChem BioAssay (Southern Research Specialized Biocontainment Screening Center)
VEEV TC-83 Vero = inhibitors of VEEV TC-83 cytopathic effect, confirmation, Vero cells (AID 588727) | inhibition, % at 20 µM; hits with a dose series show IC50 in µM | Vero cells, VEEV TC-83 cytopathic effect inhibition; higher % means a stronger effect | 350,000 compounds, 0.13% hits; in the data active = a potency from the dose series; inconclusive = inhibition mostly from about 14% at the one dose, without a potency; inactive = the rest, 99 in 100 with inhibition below about 12%; note: strong numbers were not always called active
PhoP GFP inhibition = Inhibition of PhoP regulon, Salmonella typhi GFP reporter cells, confirmation, 4 h (AID 1850). Salmonella Typhi PhoP-promoter GFP reporter, fluorescence, 4 h; higher % means a stronger effect. inhibition, % at 50 µM, or IC50 in µM where a hit was titrated. 310,000 compounds, 0.33% hits; in the data active = a potency from the dose series; inconclusive = inhibition mostly from about 25% at the one dose, without a potency; inactive = the rest, 99 in 100 with inhibition below about 19%;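 note: 0% = induced wells with vehicle and 100% = uninduced wells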
tuberculosis growth = growth inhibition of non-replicating M. tuberculosis (AID 488890); Mycobacterium tuberculosis non-replicating, growth inhibition; higher % means a stronger effect; inhibition, % at 25 µM; hits with a dose series show IC50 in µM; 320,000 compounds, 0.39% hits; in the data active = a potency from the dose series; inconclusive = inhibition mostly from about 82% at the one dose, without a potency; inactive = the rest, 99 in 100 with inhibition below about 76%;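 note: plate controls were DMSO cells for no effect and high antibiotic wells for full effect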
H1N1 NS1A inhibition = NS1A inhibition, H1N1 influenza, cell based functional assay (AID 504329). NS1A functional cell-based assay, percent inhibition; higher % means a stronger effect. 340,000 compounds, 0.3% hits. one-dose inhibition, % at 12.5 µM; IC50 in µM for titrated hits; in the data active = a potency from the dose series; inconclusive = inhibition above about 27% without an active follow-up result; note: strong numbers were not always called active
M. tuberculosis HTS = M. tuberculosis growth inhibition, HTS (AID 449762). 330,000 compounds, 0.59% hits. M. tuberculosis H37Rv growth inhibition, 7H9 media; higher % means a stronger effect. inhibition, % at 25 µM, or IC50 in µM where a hit was titrated; in the data active = a potency from the dose series; inconclusive = inhibition above about 70% without an active follow-up result;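 note: bacterial growth assessed after seven days of incubation; strong numbers were not always called active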
VEEV TC-83 Vero 10K pilot screen = also measured in VEEV TC-83 Vero; calls as there; inhibition, %; measured here: 10K pilot screen inhibition
* = called active by the depositor; i = inactive; ? = inconclusive; . = not tested or not shown. Compounds as they come; overall some 1.5% were active at least once.

SMILES | VEEV TC-83 Vero | PhoP GFP inhibition | tuberculosis growth | H1N1 NS1A inhibition | M. tuberculosis HTS | others
C/C=C(/C)C(=O)O[C@@H]1c2c(ccc3ccc(=O)oc23)O[C@@H]1C(C)(C)OC(=O)/C(C)=C\C | 0.7% | 9% | 38% | 0% | -9%
O=S(=O)(c1ccc(-c2nnc(SCc3ccccc3)o2)cc1)N1CCCC1 | 1.7% | 1% | 3% | 0% | 9%
Cc1ccc(C)c(NC(=O)CSc2nnc(CNC(=O)c3cccs3)o2)c1 | 0.6% | -6% | -3% | 7% | 0%
Cc1nc(NC(=O)/C=C/c2ccco2)sc1C | 0.9% | -14% | -8% | 3% | -4%
C[C@@H]1CN(C(=O)c2nc3ccc(Cl)cn3c2CNCC[C@@H]2C[C@@H]3C=C[C@H]2C3)C[C@H](C)O1 | 0.8% | 3% | 42% | -10% | -1%
Brc1ccccc1/C=N/Nc1nc2ccccc2o1 | i | 0% | 17% | 1% | 3%
Cc1cc(C)cc(N2C(=O)C=CC2=O)c1 | i | . | . | 1% | .
Cc1ccc(OCc2nnc(SCc3cc(=O)[nH]c4ccccc34)o2)cc1 | 0.6% | 3% | -16% | -6% | 2%
Cc1ccc(N2C(=O)N(C(C)C)C(C)(C)CC2(C)O)cc1 (stereo not given) | i | 6% | -10% | -17% | -4%
Cc1ccc(/C=N/N(C)S(=O)(=O)c2ccc(C)cc2)cc1 | i | -11% | 19% | -17% | 11%
CCCCCOCC(O)CCC(=O)NN (stereo not given) | 0.8% | -9% | 8% | -8% | -3%
COc1cccc(CNC(=O)C2=Cc3cccc(OC)c3OC2)c1 | 0.8% | -1% | 6% | -15% | 2%
Cc1cc(C)cc(-n2ncc3c2CCCC3NC(=O)CN2CCCC2=O)c1 (stereo not given) | 1.0% | -14% | 8% | 11% | 1%
C=CCOc1ccc(/C=C2\SC(=S)N(C(C(=O)O)c3ccccc3)C2=O)cc1 (stereo not given) | 1.8% | . | . | 5% | .
C=CCc1cc(C=O)cc(OC)c1OCc1c(Cl)cccc1Cl | i | -4% | 11% | 5% | 7%
COCCn1c(-c2cccc([N+](=O)[O-])c2)nc2c1c(=O)[nH]c(=O)n2Cc1ccccc1 | 1.6% | -8% | 17% | 1% | 13%
COc1ccc(NC(=O)CSc2nc3ccccc3c(=O)n2CCC(=O)N2CCCCC2)cc1 | 11% | -3% | ? | 1% | ?
Cc1ccc(C(=O)NNC(=O)C(C)Oc2ccccc2F)cc1S(=O)(=O)N1CCOCC1 (stereo not given) | 0.5% | 2% | -1% | 11% | 1%
Cc1ccc(N(C(=O)CCC(=O)Nc2ccccn2)C(C(=O)NC(C)C)c2ccc(F)cc2)cc1 (stereo not given) | 0.9% | -14% | -1% | -5% | 0%
Cc1ccc(S(=O)(=O)NCCNc2ccc([N+](=O)[O-])cc2C(F)(F)F)cc1 | i | 3% | 31% | 2% | -8%
COc1ccc(-c2nnc(SCC#N)o2)cc1 | 3.9% | -5% | . | 7% | .
Cc1cccc(-n2c(-c3csc(C)c3C)n[nH]c2=S)c1 | 1.0% | -11% | -7% | -1% | 5%
COc1cccc(CNC(=O)CCC(=O)N2CC(C)Oc3ccccc32)c1OC (stereo not given) | 0.0% | -8% | 17% | 2% | -5%
CCN(CC)S(=O)(=O)c1ccc2c(c1)N(CC(=O)NCc1ccccn1)C(=O)CO2 | 0.5% | 5% | 2% | -10% | 3%
O=S(=O)(c1ccc(Oc2ccc(Br)cc2F)nc1)N1CCCCC1 | 0.8% | -6% | -14% | 11% | 0%
CCCOc1c(Br)cc(/C=N/O)cc1OC | 1.3% | 6% | 14% | -4% | 4%
OCCCNC(=S)NC1CCCC1 | 0.3% | -13% | 17% | -4% | -1%
CN1C(=O)c2ccccc2N(C)C1c1cccc(O)c1 (stereo not given) | 0.1% | 2% | -5% | -3% | 0%
CCCC(=O)NNC(=O)CCC(=O)Nc1ccccc1Cl | i | 2% | -21% | 1% | -1%
Cc1ccc(C(=O)N(C)CC(=O)Nc2ccc(N3CCOCC3)cc2)s1 | 2.0% | 10% | -8% | -1% | -3%
CCc1ccc(OCCCC(=O)NCc2ccccc2)cc1 | i | -4% | ? | -3% | 12%
Cc1ccc(CNC(=O)c2ccc(CS(=O)(=O)c3ccccc3C)o2)cc1 | 1.9% | 5% | -10% | 1% | 0%
N#C/C(C(N)=O)=C1/CCCN1Cc1ccccc1 | 0.5% | 2% | -1% | . | -11%
Cc1cccc(C(=O)OCC(=O)c2ccc3c(c2)NC(=O)CO3)c1 | 1.4% | . | -8% | -26% | 8%
Cc1ccc(CN2C(=O)N/C(=C/c3ccc(-c4ccc(C(=O)O)cc4)o3)C2=O)cc1 | 0.6% | -9% | -4% | -8% | 3%
CC(C)Oc1ccc(CN=C(N)N=C(N)N)cc1Cl | 0.8% | -3% | 16% | -40% | -2%
Cc1noc(C)c1C(=O)OCC(=O)c1ccc[nH]1 | 7.5% | 3% | -19% | 1% | -4%
CCN1CCN(CC(=O)Nc2cc(C)c(C)cc2[N+](=O)[O-])CC1 | 0.2% | -4% | 2% | 5% | 3%
CC1=CC(C)C2(CO)COC(c3ccccc3O)C1C2C (stereo not given) | 3.6% | -2% | 10% | 4% | 3%
Cc1ccc(NCc2nnc3n2CCCCC3)c(C)c1 | 1.1% | 0% | -10% | -1% | -11%
COCCOC(=O)C1=C(C)NC2=C(C(=O)CC(C)(C)C2)C1c1cccnc1 (stereo not given) | 1.8% | 3% | 10% | -1% | -16%
COc1ccc(NC(=O)c2ccc(COCC(F)(F)F)cc2)cc1OC | i | -1% | 21% | -10% | -4%
O=C(CCCCn1cnc2c(=S)nc[nH]c21)Nc1ccc(C(=O)O)cc1 | 0.2% | . | . | -13% | .
CCOC(=O)c1cccc(NC(=O)CCCn2c(=O)c3cccn3c3cccnc32)c1 | 11% | 0% | -11% | -7% | -5%
O=C(c1ccc(Br)cc1)N(c1ccccn1)C1CCCCC1 | i | 2% | 6% | 19% | -6%
COc1ccc(C(=O)/C=C/c2ccc(OC)c(CN3CCOCC3)c2)cc1 | 9.3µM* | 0% | 27% | 6% | -4%
CCC(C(=O)OCC(=O)Nc1c(Cl)cccc1Cl)c1ccccc1 (stereo not given) | 6.5% | -3% | 5% | -4% | 5%
CC(=O)Nc1cccc(OCC(O)Cn2cnc3ccccc32)c1 (stereo not given) | 1.3% | 2% | 7% | 7% | -6%
CC(C)(C)c1ccc(CNC(=O)C2CCCN2C(=O)Nc2ccccc2)cc1 (stereo not given) | 3.0% | -7% | 9% | 0% | 16%
CC(=O)OC1COC(n2c(O)c(N=NC(N)=S)c3ccccc32)C(OC(C)=O)C1OC(C)=O (stereo not given) | 0.9% | -5% | -25% | -13% | 9%
Cc1ccc(S(=O)(=O)N2CCN(C(=O)CN3CCOCC3)C2C(C)C)cc1 (stereo not given) | i | 1% | -1% | -4% | 1% | VEEV TC-83 Vero 10K pilot screen=1.2
CC(=O)Nc1ccc(S(=O)(=O)N2CCCC2C(=O)Nc2ccc(F)cc2)cc1 (stereo not given) | 1.6% | 3% | 1% | -1% | 4%
COc1ccc(Cl)cc1N(CC(=O)N/N=C/c1ccc(OCC(N)=O)cc1)S(C)(=O)=O | 0.3% | -7% | 6% | -3% | 0%
CCN(/C=N/c1sc2c(c1C#N)CCCCC2)CC | 0.4% | 1% | 22% | 0% | 3%
CCOC(=O)Cn1ccc(NC(=O)COc2ccc(F)cc2)n1 | 1.7% | 1% | 45% | 8% | 4%
COc1ccc(NC(=O)COC(=O)c2ccc(OCc3ccccc3Cl)c(OC)c2)c(OC)c1 | 1.5% | -5% | -12% | 0% | 6%
Cc1cccc(-n2c(N)c(C(=O)NCCN3CCOCC3)c3nc4ccccc4nc32)c1 | . | 8% | 20% | . | -3%
CC(C)(C)C(=O)CN1C(=O)NC2(CCCc3ccccc32)C1=O (stereo not given) | i | -2% | -1% | -55% | 1%
Cc1csc(CN(C)C(=O)C2CCC(=O)N(CCCc3ccccc3)C2)n1 (stereo not given) | 1.7% | 0% | 5% | -8% | 3%
Cc1cc2c(cc1C)C(c1ccsc1)CC(=O)N2 (stereo not given) | 1.1% | 2% | 22% | -2% | 1%

Brought forward from above: five compounds, then new ones.
SMILES | VEEV TC-83 Vero | PhoP GFP inhibition | tuberculosis growth | H1N1 NS1A inhibition | M. tuberculosis HTS | others
COc1ccc(NC(=O)COC(=O)c2ccc(OCc3ccccc3Cl)c(OC)c2)c(OC)c1 | 1.5% | -5% | -12% | 0% | 6%
Cc1cccc(-n2c(N)c(C(=O)NCCN3CCOCC3)c3nc4ccccc4nc32)c1 | . | 8% | 20% | . | -3%
CC(C)(C)C(=O)CN1C(=O)NC2(CCCc3ccccc32)C1=O (stereo not given) | i | -2% | -1% | -55% | 1%
Cc1csc(CN(C)C(=O)C2CCC(=O)N(CCCc3ccccc3)C2)n1 (stereo not given) | 1.7% | 0% | 5% | -8% | 3%
Cc1cc2c(cc1C)C(c1ccsc1)CC(=O)N2 (stereo not given) | 1.1% | 2% | 22% | -2% | 1%
CC(O)CSc1nc2c(c(=O)[nH]c(=O)n2C)n1CC(O)COc1ccccc1 (stereo not given) | 1.5% | -3% | 0% | -7% | 0%
CC(C)c1cc(C(=O)O)n[nH]1 | i | -10% | -4% | 2% | 1%
COc1ccc(OCCCC(=O)Nc2cccc([N+](=O)[O-])c2)cc1 | 0.1% | -11% | 75% | -4% | 1%
Cc1ccc(C2=NO[C@@](CC(=O)O)(C(=O)Nc3ccc4c(c3)OCCO4)C2)cc1 | 1.9% | -1% | -3% | 0% | -9%
Cc1nc(N)sc1C(=O)NN | 1.0% | -7% | 0% | . | 2%
O=C(NC1CCSc2ccccc21)c1cccc(S(=O)(=O)N2CCOCC2)c1 (stereo not given) | 8.6% | 6% | 2% | -10% | 5%
CCOc1ccc(N2C(=O)CC(Sc3nc(O)c(CC)c(=O)[nH]3)C2=O)cc1 (stereo not given) | ? | -14% | 2% | . | 4%
Cc1ccc(CNC(=O)C2CCC(=O)N2C(C)C)cc1 (stereo not given) | i | -1% | -9% | -22% | 29%
COC(CNC(=O)C(=O)Nc1cc2c3c(c1)CC(=O)N3CCC2)OC | 1.0% | 1% | -5% | 5% | 2%
COc1ccc(NC(=O)C(NC(C)=O)C(=O)NCc2ccccc2OC)cc1 (stereo not given) | i | 2% | 4% | -8% | -1%
CC1(C)CC(=O)C2=C(C1)Nc1ccccc1NC2c1cccc(F)c1 (stereo not given) | 0.6% | -2% | 4% | -5% | 2%
COCCN(C(=O)COC(=O)CSc1ccc2ccccc2c1)c1c(N)n(Cc2ccccc2)c(=O)[nH]c1=O | 1.8% | -6% | -2% | 10% | 0%
CC(=O)Oc1ccc(C(=O)Nc2ccccc2C(=O)NCC(C)C)cc1 | 2.2% | -8% | -6% | 30% | -7%
COc1ccccc1NS(=O)(=O)c1cc(N)ccc1N1CCCCC1 | 3.4% | 3% | 38% | -7% | 2%
O=C(NNC1CC(=O)N(c2ccccc2)C1=O)c1ccco1 (stereo not given) | 0.9% | 4% | 87% | -4% | 0%

Three structures from above, arranged by length of the SMILES, descending.
SMILES | VEEV TC-83 Vero | PhoP GFP inhibition | tuberculosis growth | H1N1 NS1A inhibition | M. tuberculosis HTS | others
Cc1ccc(S(=O)(=O)NCCNc2ccc([N+](=O)[O-])cc2C(F)(F)F)cc1 | i | 3% | 31% | 2% | -8%
COC(CNC(=O)C(=O)Nc1cc2c3c(c1)CC(=O)N3CCC2)OC | 1.0% | 1% | -5% | 5% | 2%
OCCCNC(=S)NC1CCCC1 | 0.3% | -13% | 17% | -4% | -1%

The list goes on.
SMILES | VEEV TC-83 Vero | PhoP GFP inhibition | tuberculosis growth | H1N1 NS1A inhibition | M. tuberculosis HTS | others
CC1(C)CC(=O)C=C(Nc2ccccc2C#N)C1 | 1.3% | -8% | 74% | -9% | -10%
Oc1ccc(Cl)c(Cl)c1 | i | . | 2% | 2% | 23%
O=C(Cn1cc([N+](=O)[O-])ccc1=O)NCC(=O)Nc1ccc(F)c(F)c1F | 1.4% | . | -12% | 2% | -3%
COc1cc(NC(=O)C2CCN(c3cnccn3)CC2)cc(OC)c1 | 1.4% | 6% | -17% | -1% | 1%
CCCCNc1nc2c(c(=O)n(Cc3ccccc3)c(=O)n2C)n1C | 1.1% | -4% | 3% | -1% | 0%
CCO[C@H]1OC(C(=O)Nc2ccccc2)=C[C@@H](c2coc3ccccc3c2=O)[C@@H]1CCCO | 1.9% | 1% | 32% | -2% | 7%
